Compound activity from PubChem BioAssay.
TDP1 inh: inhibitors of human tyrosyl-DNA phosphodiesterase TDP1; recombinant TDP1, AlphaScreen DNA substrate cleavage; Q9NUW8; hit rate 0.28% among 350,000; Potency, µM (top dose mostly 130 µM), for the others: at the top dose activity change, negative = inhibition, most hits filed as inhibitors; note: nearly all actives have a fitted effect of over 40% in size
Target sequence (Q9NUW8 whole entry, looked up): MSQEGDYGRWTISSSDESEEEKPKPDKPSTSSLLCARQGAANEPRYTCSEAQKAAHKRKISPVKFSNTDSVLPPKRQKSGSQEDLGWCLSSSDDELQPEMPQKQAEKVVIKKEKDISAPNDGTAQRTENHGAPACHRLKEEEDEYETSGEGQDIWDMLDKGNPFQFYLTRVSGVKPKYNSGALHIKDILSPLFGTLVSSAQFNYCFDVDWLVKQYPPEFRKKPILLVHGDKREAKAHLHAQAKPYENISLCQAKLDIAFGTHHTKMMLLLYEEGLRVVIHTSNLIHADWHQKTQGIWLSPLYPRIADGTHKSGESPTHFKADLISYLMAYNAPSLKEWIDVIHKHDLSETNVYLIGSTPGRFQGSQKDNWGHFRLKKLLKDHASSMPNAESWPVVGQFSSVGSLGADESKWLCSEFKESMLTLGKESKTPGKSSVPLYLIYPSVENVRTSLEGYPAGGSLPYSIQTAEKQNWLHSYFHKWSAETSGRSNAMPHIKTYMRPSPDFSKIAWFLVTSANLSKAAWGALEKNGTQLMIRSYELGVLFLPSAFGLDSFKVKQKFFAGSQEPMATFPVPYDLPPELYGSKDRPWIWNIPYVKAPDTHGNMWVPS
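Enzyme-compound mixtures sat 15 min at room temperature, followed by a 5 min reaction with 15 nM final substrate and 10 min with AlphaScreen beads. Recombinant human Tdp1 was used at 1 nM final.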
FEN1 inh: human FEN1 inhibition; Recombinant FEN1 flap cleavage, fluorescence, 15 min; Potency, µM (series often up to 114 µM), for the others: at the top dose activity change, negative = inhibition, most hits filed as inhibitors; hit rate 0.35% among 390,000; note: nearly all actives have a fitted effect of over 65% in size
Target sequence (P39748 whole entry, looked up): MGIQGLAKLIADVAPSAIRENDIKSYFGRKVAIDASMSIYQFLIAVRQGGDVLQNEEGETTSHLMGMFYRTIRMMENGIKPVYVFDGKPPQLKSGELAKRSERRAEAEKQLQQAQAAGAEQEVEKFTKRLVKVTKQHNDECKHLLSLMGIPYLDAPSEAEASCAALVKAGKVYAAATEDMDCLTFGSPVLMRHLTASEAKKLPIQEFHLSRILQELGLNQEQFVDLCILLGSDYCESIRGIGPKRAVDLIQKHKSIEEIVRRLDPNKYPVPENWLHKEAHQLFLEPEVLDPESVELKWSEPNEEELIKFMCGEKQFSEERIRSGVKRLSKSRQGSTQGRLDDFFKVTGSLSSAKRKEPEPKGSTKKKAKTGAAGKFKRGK
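Reaction started by adding substrate (50 nM final) to 10 nM enzyme after 15 min room-temperature compound preincubation. Reads at 0 and 15 min, with data normalized and fitted to a four-parameter Hill equation.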
N370S GC: inhibitors or activators of N370S glucocerebrosidase for Gaucher disease; P04062; N370S GC spleen homogenate, 4MU-glucoside fluorescence; Potency, µM (titrated, usually from 59.4 µM), for the others: at the highest dose activity change, negative = inhibition, most hits filed as inhibitors; hit rate 0.092% among 330,000; AID 2101;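 note: 0% = full enzyme activity and -100% = no enzyme basal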
* hit, by the source's call; [ ] = another dose, or the depositor's remark. Calls come from the whole dose curve; as a rule, active = well fitted curve in the direction sought with a large enough effect; inconclusive = small, poorly fitted or top-dose-only effect, or another doubt; inactive = no such curve, though single readings can be large; an effect the other way counts as inactive or inconclusive. Unless noted, % is set by controls: 0 for no effect and ±100 for the full control effect; potency is the fitted concentration of half-maximal effect. Hits appear at their usual frequency, and some 0.57% of all compounds hit somewhere here.

Start of the data: the first 10 entries (preview)
`Nc1ccc(C(=O)NCC2(c3ccccc3)CCCC2)cc1` gave TDP1 inh 1%, FEN1 inh -4% and N370S GC -3%.
`Cc1cccc(Cc2c(C)nc3nc(SCC(=O)NC4CCCCC4)nn3c2C)c1` gave TDP1 inh 12% and FEN1 inh 7%.
`CN(Cc1nc(Cc2cccc(F)c2)no1)CC1COCCO1` (configuration not stated) gave TDP1 inh 0%, FEN1 inh -2% and N370S GC inconclusive.
`O=C1c2ccccc2C(=O)C1c1ccccc1` gave TDP1 inh 7%[56.1 µM], FEN1 inh -2% and N370S GC -2%.
Screening O=C(CSc1ncc(-c2ccccc2)n1CC1CCCO1)N1CCCCC1 (configuration not stated) returned TDP1 inh 6%, FEN1 inh -7% and N370S GC -3%.
Cc1cccc(N2CC(C(=O)Nc3ccc(N4CCOCC4)cc3)CC2=O)c1C (configuration not stated) was read as TDP1 inh 2% and FEN1 inh 2%.
`Cc1ccc2cc3cc(C(=O)NCCC(C)C)oc3nc2c1` gave TDP1 inh -1%, FEN1 inh 8% and N370S GC 3%.
`Cn1cnc(S(=O)(=O)N2CCC(C(=O)NCc3ccccc3)CC2)c1` gave TDP1 inh -4% and FEN1 inh 4%.
`CCOC(=O)N1CCN(C(=O)c2ccc3c(c2)N=C(C)c2cc(Cl)ccc2S3)CC1` gave TDP1 inh 5%, FEN1 inh -14% and N370S GC -22%.
`CC(=O)N1CCN(c2ccc(S(=O)(=O)N3CCOCC3)cc2[N+](=O)[O-])CC1` gave TDP1 inh 0% and FEN1 inh -4%.

Results, repeating the preview:
`Nc1ccc(C(=O)NCC2(c3ccccc3)CCCC2)cc1` gave TDP1 inh 1%, FEN1 inh -4% and N370S GC -3%.
`Cc1cccc(Cc2c(C)nc3nc(SCC(=O)NC4CCCCC4)nn3c2C)c1` gave TDP1 inh 12% and FEN1 inh 7%.
`CN(Cc1nc(Cc2cccc(F)c2)no1)CC1COCCO1` (configuration not stated) gave TDP1 inh 0%, FEN1 inh -2% and N370S GC inconclusive.
`O=C1c2ccccc2C(=O)C1c1ccccc1` gave TDP1 inh 7%[56.1 µM], FEN1 inh -2% and N370S GC -2%.
Screening O=C(CSc1ncc(-c2ccccc2)n1CC1CCCO1)N1CCCCC1 (configuration not stated) returned TDP1 inh 6%, FEN1 inh -7% and N370S GC -3%.
Cc1cccc(N2CC(C(=O)Nc3ccc(N4CCOCC4)cc3)CC2=O)c1C (configuration not stated) was read as TDP1 inh 2% and FEN1 inh 2%.
`Cc1ccc2cc3cc(C(=O)NCCC(C)C)oc3nc2c1` gave TDP1 inh -1%, FEN1 inh 8% and N370S GC 3%.
`Cn1cnc(S(=O)(=O)N2CCC(C(=O)NCc3ccccc3)CC2)c1` gave TDP1 inh -4% and FEN1 inh 4%.
`CCOC(=O)N1CCN(C(=O)c2ccc3c(c2)N=C(C)c2cc(Cl)ccc2S3)CC1` gave TDP1 inh 5%, FEN1 inh -14% and N370S GC -22%.
`CC(=O)N1CCN(c2ccc(S(=O)(=O)N3CCOCC3)cc2[N+](=O)[O-])CC1` gave TDP1 inh 0% and FEN1 inh -4%.
`Cc1ccc(S(=O)(=O)C2(C(=O)Nc3ccc(F)cc3)CC2)cc1` gave TDP1 inh -3%, FEN1 inh -12% and N370S GC -1%.
For COC(=O)c1ccc(CN2CCN(Cc3ccccc3)C(CCO)C2)cc1 (configuration not stated) the results were FEN1 inh -2% and N370S GC -5%.
Cc1cc([N+](=O)[O-])nn1Cc1c(F)c(F)c(F)c(F)c1F was read as TDP1 inh 4% and FEN1 inh -15%.
For CCN1CCN(c2cc(C)c3cc(NC(=O)c4cncc(Br)c4)ccc3n2)CC1 the results were TDP1 inh 10%, FEN1 inh inconclusive and N370S GC inconclusive.
`CCOc1ccc(N=C2NC(=O)SC2CC(=O)OC)cc1` (configuration not stated) gave TDP1 inh 5%, FEN1 inh -17% and N370S GC -1%.
Screening FC(F)(F)c1cccc(N/N=C/c2ccccc2)c1 returned TDP1 inh 8%, FEN1 inh -15% and N370S GC -3%.
For Cn1cc(S(=O)(=O)N2CCC(C(N)=O)CC2)c(=O)n(C)c1=O the results were FEN1 inh -18% and N370S GC -1%.
Screening COCC(=O)N1CCc2nc(-c3ccc(OC)cc3C)c3c(c2C1)CO[C@@H](c1ccccc1)C3 returned TDP1 inh 12%[12.3 µM] and N370S GC 2%[12.8 µM].
`N#CC1=C(N)Oc2cc(N)ccc2C1c1ccc(Cl)cc1` (configuration not stated) gave TDP1 inh 6%, FEN1 inh -16% and N370S GC 0%.
For CCCCC(=O)N/N=C/c1ccc(Sc2cccc3cccnc23)o1 the results were TDP1 inh 6%, FEN1 inh -11% and N370S GC inconclusive.
For COC(=O)COc1ccc(Oc2nc(NC(C)(C)C)nc(N(C)C)n2)nn1 the results were TDP1 inh 5% and FEN1 inh -11%.
`O=C(Nc1ccc2oc(-c3ccccc3Cl)nc2c1)c1ncn[nH]1` gave TDP1 inh 0%, FEN1 inh -18% and N370S GC 2%.
For Cc1cccc(C(=O)NCCNC(=O)c2ccccn2)c1 the results were FEN1 inh 6% and N370S GC -1%.
For CC(C)N(CC(=O)Nc1ccc(Cl)cc1C(F)(F)F)C(=O)CCl the results were TDP1 inh 3%, FEN1 inh 3% and N370S GC -1%.
For Cc1ccccc1C(=O)Nc1ccnn1C1CCN(C(C)Cc2ccccc2F)CC1 (configuration not stated) the results were TDP1 inh 2%, FEN1 inh -2% and N370S GC -12%.
For Cc1cc(NC(=O)c2ccc3nccnc3c2)ccc1Br the results were TDP1 inh 0% and FEN1 inh -3%.
`CCc1ccc(NC(=O)CC2C(=O)Nc3c2c(=O)n(C)c(=O)n3C)cc1` (configuration not stated) gave TDP1 inh -4%, FEN1 inh 9% and N370S GC 0%.
O=C(O)c1ccc(-n2ncc3c2/C(=C/c2cccc([N+](=O)[O-])c2)CC3)cc1 was read as FEN1 inh 1% and N370S GC 13%.
Cc1nc(NC2=NCN(Cc3cccnc3)CN2)nc2c(C)cccc12 was read as TDP1 inh 2% and N370S GC -6%.
For CCC(=O)N[C@@H]1Cc2ccccc2[C@@H](c2ccccc2)C1 the results were TDP1 inh -4%[56.1 µM] and N370S GC -2%.
Screening COc1ccccc1N(Cc1ccccc1)S(=O)(=O)c1cccc(C(=O)Nc2cccc(C)n2)c1 returned TDP1 inh 2%, FEN1 inh -12% and N370S GC 1%.
Cn1c(COc2ccc(Cl)cc2)nnc1SCC(=O)Nc1ccc2c(c1)CCC2 was read as TDP1 inh 4%, FEN1 inh 10% and N370S GC -9%.
CCOc1ccc(NC(=O)C2CCCN(c3nn4cc(-c5ccc(OC)cc5)nc4s3)C2)cc1 (configuration not stated) was read as TDP1 inh 9% and FEN1 inh 7%.
Screening CCC(C)Sc1ccc([C@@H]2[C@@H]3C(=O)N(CC)C(=O)[C@@H]3[C@]3(C(=O)OC)CCCCN23)cc1 (some centres not stated) returned TDP1 inh -3% and FEN1 inh -3%.
For O=C(/C=C/c1ccc([N+](=O)[O-])cc1)NCCc1ccc(F)cc1 the results were TDP1 inh 3%, FEN1 inh -5% and N370S GC 2%.
`CSc1nnc(-c2sc3cc(C(F)(F)F)cnc3c2-c2ccccc2)n1C` gave TDP1 inh 4%, FEN1 inh -7% and N370S GC 8%.
`COc1cccc(CNC(=O)C2CCN(S(=O)(=O)c3ccc(Br)s3)CC2)c1` gave TDP1 inh 0%, FEN1 inh -13% and N370S GC 1%.
CC(CC(=O)NCc1ccc(Cl)cc1Cl)CC1=NS(=O)(=O)c2ccccc2N1 (configuration not stated) was read as TDP1 inh 1% and FEN1 inh 7%.
COc1ccccc1NC(=O)CSc1nnnn1C1CCCCC1 was read as FEN1 inh -3% and N370S GC -16%.
Screening COc1cc(NC(=S)NNC(=O)CC(C)C)c(OC)cc1Cl returned TDP1 inh 5%, FEN1 inh -2% and N370S GC -29%.
Cc1nnc(SCC(=O)Nc2sccc2C#N)n1Cc1ccccc1 was read as TDP1 inh -1%, FEN1 inh 1% and N370S GC 9%.
For O=C(NCC1CCCO1)C(c1ccncc1)N(Cc1cccs1)C(=O)Cn1nnc(-c2ccc(F)cc2)n1 (configuration not stated) the results were TDP1 inh 3%, FEN1 inh 5% and N370S GC -3%.
Screening Cc1ccc(N2C(=S)NC3c4cc(Cl)ccc4OC2(C)C3C(=O)N(C)C)cc1 (configuration not stated) returned TDP1 inh 5%, FEN1 inh -14% and N370S GC 11%.
For Fc1ccc(C(Nc2ccccc2Cl)c2nnc(-c3ccccc3Cl)o2)cc1 (configuration not stated) the results were TDP1 inh -4%[12.3 µM] and FEN1 inh -3%.
CCOC(=O)c1oc2cccc(OC(C)=O)c2c1C was read as TDP1 inh 4%, FEN1 inh 7% and N370S GC 3%.
Screening NS(=O)(=O)c1ccc(NC(=S)N2CCN(c3cccc(Cl)c3)CC2)cc1 returned TDP1 inh 3%, FEN1 inh -9% and N370S GC -4%.
Screening COc1ccc(CCNS(=O)(=O)c2ccc(-c3ccc(=O)[nH]n3)o2)cc1OC returned TDP1 inh 5%, FEN1 inh 11% and N370S GC -5%.
Cc1cc(C)n(CC2CC(=O)N(c3ccc(Cl)c(Cl)c3)C2=O)n1 (configuration not stated) was read as TDP1 inh -1%, FEN1 inh 9% and N370S GC 1%.
`CCOc1ccc2nc(NC(=O)c3ccc(OC)c(S(=O)(=O)N4CCOCC4)c3)sc2c1` gave TDP1 inh 0%, FEN1 inh 0% and N370S GC -14%.
For CCN(CC(=O)NCc1ccc(F)cc1)C(=O)c1cc2ccccc2o1 the results were TDP1 inh 2%, FEN1 inh 1% and N370S GC -2%.
O=C(CCCN1C(=O)c2ccccc2C1=O)Nc1c(C(=O)C2CC2)oc2ccccc12 was read as TDP1 inh 5%, FEN1 inh 15% and N370S GC -5%.
Screening Cc1c(CC(=O)O)c(=O)oc2c(C)c(OCc3c(F)cccc3Cl)ccc12 returned FEN1 inh -18% and N370S GC 3%.
CCOc1ccc(NC(=O)c2nc(SCC)ncc2Cl)cc1 was read as FEN1 inh 2% and N370S GC -1%.
For COc1ccc(C2NC(=O)N(C)C3=C2C(=O)N(c2cccc(Cl)c2)C3)cc1 (configuration not stated) the results were TDP1 inh 7% and FEN1 inh -25%.
For O=C(O)c1cccc(-c2ccc3c(c2)OCO3)c1 the results were TDP1 inh 5%, FEN1 inh 22% and N370S GC 3%.
CC1CN(C(=O)c2cc([N+](=O)[O-])cc([N+](=O)[O-])c2)CC(C)O1 (configuration not stated) was read as TDP1 inh 3%, FEN1 inh -1% and N370S GC 5%.
`COc1ccccc1-c1nc(SCC(=O)Nc2cc(C)on2)c2c(=O)n(C)c(=O)n(C)c2n1` gave TDP1 inh 3%, FEN1 inh -4% and N370S GC -9%.
`CC1CC(OC(=O)CN2CCCCC2)CC(C)(C)C1` (configuration not stated) gave TDP1 inh 4% and N370S GC 8%.
For COc1ccc(OC)c(CN2CCN(C(=O)c3cc4ccccc4cc3O)CC2)c1 the results were TDP1 inh 8%, FEN1 inh -12% and N370S GC -8%.
Screening COc1ccccc1NC(=O)CSc1nnc(-c2nonc2NC(C)=O)n1-c1ccccc1 returned TDP1 inh -1% and FEN1 inh 10%.
`CN(C)C1(CNC(=O)c2cccc(S(=O)(=O)Nc3ccc(Br)cc3)c2)CCCCC1` gave TDP1 inh 0%, FEN1 inh -3% and N370S GC -6%.
For Cc1cccc(-n2c(SCC(=O)Nc3ncc(Cl)cc3Cl)nc3ccccc32)c1 the results were TDP1 inh 2%, FEN1 inh -8% and N370S GC 10%.
Screening Cc1ccc(S(=O)(=O)Nc2cccnc2)cc1 returned TDP1 inh 2%, FEN1 inh 1% and N370S GC 2%.
COc1ccc(C)cc1S(=O)(=O)N(C)CC(=O)N1CCCC1 was read as FEN1 inh -3% and N370S GC -8%.
Cc1cc(=O)[nH]c(SCc2cn3ccccc3n2)n1 was read as TDP1 inh 5%, FEN1 inh 18% and N370S GC -4%.
C/C=C(/C)C(=O)O[C@@H]1[C@H](OC(=O)C=C(C)C)c2c(ccc3ccc(=O)oc23)OC1(C)C was read as TDP1 inh -1%, FEN1 inh -16% and N370S GC inconclusive.
COC(=O)CC1C(=O)NCCN1C(=O)CSc1nc2cc(Cl)ccc2o1 (configuration not stated) was read as TDP1 inh -3%, FEN1 inh 1% and N370S GC 0%.
For Cc1ccc(-c2cc(C(=O)N/N=C/C(Br)=C/c3ccccc3)n[nH]2)o1 the results were TDP1 inh 10%, FEN1 inh -3% and N370S GC -4%.
For Cc1nnsc1C(=O)N1CCN(c2ccc(C#N)cn2)CC1 the results were FEN1 inh -1% and N370S GC 0%.
`O=C(N/N=C/c1cc2c(cc1Br)OCO2)c1c[nH]c2ccccc12` gave TDP1 inh 5%, FEN1 inh 1% and N370S GC 16%.
Cc1ccc(Cn2c(C)c(CNC3CCCCC3)c(C(=O)O)c2C)cc1 was read as TDP1 inh 3% and FEN1 inh 19%.
For Cc1nn(-c2ccccc2)c(C)c1/C=N/n1c(-c2ccncc2)n[nH]c1=S the results were FEN1 inh -9% and N370S GC 13%.
CCOC(=O)c1cc(S(=O)(=O)N(C)Cc2ccccc2)cn1C was read as TDP1 inh 0%, FEN1 inh -4% and N370S GC -13%.
